Compound activity: PubChem, several laboratories
Avidin fluor: green autofluorescence of compounds with avidin beads – biophysical, 488/530 nm, flow cytometry, artefact control, profiling panel | compound fluorescence 488/530 nm; active compounds read high | fluorescence (KMESF) at 10 µM | 220,000 tested, 0.38% active | AID 1775, 2009; in the data active = fluorescence above about 47; also: inactives centre near 10
ABCG2 inh: ABCG2 efflux pump inhibitors, primary screen, multiplex with ABCB1, IgMXP3 cells, flow cytometry; Broad substrate specificity ATP-binding cassette transporter ABCG2 (Homo sapiens), Q9UNQ0; JC-1 efflux; inhibition, % at 6.6 µM; 190,000 tested, 0.1% active; AID 1325, 2008;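 active = inhibition above 80%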;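 also: 0% = DMSO and 100% = nicardipine control wells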
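System: two drug-resistant human cell lines, ABCG2 and ABCB1; controls: nicardipine high and DMSO low controls; times: 10 min exposure at 25 °C with rotation, no wash; detection: flow cytometry of retained JC-1 fluorescence; read-out basis: percent efflux inhibition, scaled nicardipine 100% to DMSO 0%; doses: one concentration, 6.6 µM final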
Rac1 wt modul: wildtype Rac1 GTP binding modulators, primary screen, biochemical, GST-Rac1 beads, flow cytometry, multiplex | 190,000 tested, 0.27% active | fluorescent GTP binding; actives lie on both sides; 0 = cold GTP competed, 100 = untreated | Ras-related C3 botulinum toxin substrate 1 (Homo sapiens), P63000 | AID 757, 2007 | GTP binding activity (% of control), % at 10 µM;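 active = GTP binding activity at least 20 points away from the 100% control level, either lower or higher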
Cdc42 wt: modulators of GTP binding to wildtype Cdc42, primary screen, biochemical, multiplex bead flow cytometry, Bodipy-GTP. Cell division control protein 42 homolog (Homo sapiens), P60953. GST-Cdc42 beads; actives lie on both sides. percent activity (GTP binding), % at 10 µM. 190,000 tested, 0.2% active. AID 761, 2007;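 active = percent activity GTP binding at least 20 points away from the 100% baseline, either down as inhibitor or up as activator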;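 also: median bead fluorescence of bound Bodipy-FL-GTP at 100 nM; 0% = excess unlabeled GTP control and 100% = no compound control; below 100% means less GTP binding so inhibitor and above means activator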
HRas wt GTP: modulators of GTP binding to HRas wildtype, primary screen, biochemical, bead-based flow cytometry, multiplex; GST-Ras wt beads, Bodipy-FL-GTP binding; actives lie on both sides; GTP binding activity, % at 10 µM; 190,000 tested, 0.14% active; AID 759, 2007;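 active = GTP binding activity at least 20% away from the 100% baseline, either lowered as inhibitor or raised as activator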;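 also: 0% = unlabeled GTP competition control and 100% = no-compound control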
ABCB1 inh: ABCB1 efflux pump inhibitors, primary screen, cell-based, multiplex, flow cytometry, ABCG2 counter-screen; 190,000 tested, 0.067% active; CCRF-Adr cells, JC-1 efflux; AID 1326, 2008; ATP-dependent translocase ABCB1 (Homo sapiens), P08183; inhibition, % at 6.6 µM; in the data active = inhibition above about 40%;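 also: 0% = vehicle and 100% = reference inhibitor; higher value means more JC-1 retained so stronger ABCB1 efflux block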
Target sequence (P08183 whole entry, looked up): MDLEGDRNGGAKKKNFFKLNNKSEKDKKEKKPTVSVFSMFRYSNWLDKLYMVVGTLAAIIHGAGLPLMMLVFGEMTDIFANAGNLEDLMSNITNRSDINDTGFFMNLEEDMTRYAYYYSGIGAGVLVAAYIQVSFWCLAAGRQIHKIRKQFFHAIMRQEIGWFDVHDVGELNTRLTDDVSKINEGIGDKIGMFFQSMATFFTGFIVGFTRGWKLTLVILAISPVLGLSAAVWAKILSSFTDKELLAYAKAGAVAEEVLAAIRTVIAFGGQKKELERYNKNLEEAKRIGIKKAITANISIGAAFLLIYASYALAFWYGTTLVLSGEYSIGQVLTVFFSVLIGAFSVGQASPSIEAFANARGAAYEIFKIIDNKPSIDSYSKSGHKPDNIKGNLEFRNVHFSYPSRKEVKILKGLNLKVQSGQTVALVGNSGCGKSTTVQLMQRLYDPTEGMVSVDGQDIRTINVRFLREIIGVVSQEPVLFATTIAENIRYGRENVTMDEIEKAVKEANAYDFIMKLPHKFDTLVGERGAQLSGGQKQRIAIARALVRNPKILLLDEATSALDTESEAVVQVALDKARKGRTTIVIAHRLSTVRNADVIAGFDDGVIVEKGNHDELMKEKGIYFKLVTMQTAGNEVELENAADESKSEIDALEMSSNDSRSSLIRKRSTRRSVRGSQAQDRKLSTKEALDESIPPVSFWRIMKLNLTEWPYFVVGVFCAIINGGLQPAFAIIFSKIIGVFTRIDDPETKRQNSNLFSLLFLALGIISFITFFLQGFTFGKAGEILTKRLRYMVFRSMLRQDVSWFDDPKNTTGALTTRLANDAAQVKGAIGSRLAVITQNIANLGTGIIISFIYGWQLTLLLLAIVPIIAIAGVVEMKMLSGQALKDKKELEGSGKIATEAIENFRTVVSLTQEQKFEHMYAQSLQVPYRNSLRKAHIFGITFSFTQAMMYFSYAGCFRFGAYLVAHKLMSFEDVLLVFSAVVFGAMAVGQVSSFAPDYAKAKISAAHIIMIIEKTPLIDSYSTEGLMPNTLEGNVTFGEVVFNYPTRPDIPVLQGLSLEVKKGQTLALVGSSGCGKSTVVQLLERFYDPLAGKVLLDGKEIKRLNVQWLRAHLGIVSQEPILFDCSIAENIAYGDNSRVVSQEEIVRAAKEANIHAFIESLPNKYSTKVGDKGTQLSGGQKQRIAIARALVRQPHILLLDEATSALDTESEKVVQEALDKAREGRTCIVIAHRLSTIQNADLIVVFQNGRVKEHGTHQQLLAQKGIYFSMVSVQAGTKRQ
Mcl1-Noxa inh: Mcl-1/Noxa binding inhibitors, primary screen, biochemical, TR-FRET, 1536-well; Induced myeloid leukemia cell differentiation protein Mcl-1 (Homo sapiens), Q07820; inhibition, % at 21.7 µM; 220,000 tested, 1.5% active; AID 1022, 2008; TR-FRET Mcl-1/Noxa peptide binding, 2 h;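 active = compounds that cut the protein-peptide binding signal by more than 50% relative to plate controls in a single-dose test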;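 also: His-tagged Mcl-1 with rhodamine Noxa BH3 peptide and terbium anti-His antibody; 0% = Mcl-1 plus Noxa peptide wells and 100% = peptide-only wells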
Rac1 mut GTP: GTP binding modulators of activated mutant Rac1, primary screen, biochemical, bead-based flow cytometry, multiplex, fluorescent GTP. GST-Rac1 activated beads; actives lie on both sides; 100% means binding = to untreated wells. 190,000 tested, 0.11% active. percent activity (GTP binding), % at 10 µM;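 active = GTP binding at least 20 percentage points away from the 100% baseline, in either direction, so actives lie on both sides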
Rab2 wt GTP: modulators of GTP binding to Rab2A wildtype, primary screen, biochemical, dog, bead-based flow cytometry, multiplex; 190,000 tested, 0.19% active; GST-Rab2 wt beads, Bodipy-GTP binding; Ras-related protein Rab-2A (Canis lupus familiaris), P61105; GTP binding activity, % at 10 µM;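 active = GTP binding activity at least 20 points away from 100%, either lowered or raised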;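 also: 0% = beads with excess unlabeled GTP and 100% = no-compound control corrected for plate trend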
Rab7 wt GTP bind: modulators of GTP binding to Rab7, primary screen, biochemical, wildtype, multiplex bead flow cytometry | GST-Rab7 beads, fluorescent GTP binding; actives lie on both sides; untreated = 100%, excess cold GTP = 0% | GTP binding activity (percent of control), % at 10 µM | 190,000 tested, 0.055% active;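 active = fluorescent GTP binding to Rab7 beads changed by at least 20 points from the 100% baseline, either direction, mostly lower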;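 also: median green fluorescence of bound Bodipy-FL-GTP per Rab7 bead population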
Pf gametocyte: late stage P. falciparum gametocyte viability inhibitors, primary screen, ATP luminescence, HTS. P. falciparum stage V gametocytes, 24 h. inhibition, % at 10.9 µM. 150,000 tested, 0.065% active. AID 743093, 2013;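 active = inhibition above the mean plus 3 SD of compounds within the control limits, set per campaign, cut at about 38% in these data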;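 also: 0% = DMSO wells and 100% = medium only without gametocytes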
Active calls of the source: *; . = not tested or not shown. No enrichment for hits (roughly 2.3% active in at least one column).

SMILES	Avidin fluor	ABCG2 inh	Rac1 wt modul	Cdc42 wt	HRas wt GTP	ABCB1 inh	Mcl1-Noxa inh	Rac1 mut GTP	Rab2 wt GTP	Rab7 wt GTP bind	Pf gametocyte
CC(Sc1nncn1-c1ccccc1)C(=O)Nc1cccc([N+](=O)[O-])c1 (stereo unspecified)	9	6.4	101.0	96.0	100.0	1.1	6.6	99.0	99.0	99.0	11.1
Cc1ccccc1Nc1nc(N)nc(COC(=O)c2cccn2C)n1	14	7.2	94.0	98.0	98.0	0.8	13.8	93.0	94.0	97.0	25.0
CC(=O)NC1(C(F)(F)F)N=C(c2ccccc2)NC1=O (stereo unspecified)	7	5.0	105.0	101.0	103.0	0.3	11.4	101.0	101.0	99.0	-9.2
O=C(NCc1ccco1)C(C(=O)c1ccccc1)n1ccccc1=O (stereo unspecified)	17	1.9	105.0	103.0	103.0	0.9	9.8	99.0	103.0	104.0	-11.7
Cc1ccsc1C(=O)OCC(=O)N1CCOCC1	15	0.6	93.0	98.0	96.0	0.2	2.0	95.0	96.0	99.0	.
CCOC(=O)/C(C#N)=C/c1cn(CCC(=O)O)nc1-c1cccc(Cl)c1	10	14.6	92.0	97.0	94.0	0.8	6.0	91.0	96.0	103.0	-31.5
S=C(Nc1ccccc1)Nc1cccc(Br)c1	12	-3.3	95.0	94.0	95.0	-1.1	-1.3	93.0	95.0	93.0	-13.2
CCn1nc(C(=O)OCC(=O)NCC(C)C)c2ccccc2c1=O	13	6.1	97.0	94.0	96.0	0.4	5.1	94.0	97.0	95.0	11.4
O=C(Nc1ccc2c(c1)OCCO2)C1CCCN(S(=O)(=O)Cc2ccccc2)C1 (stereo unspecified)	8	2.0	91.0	93.0	95.0	0.6	-2.0	91.0	93.0	99.0	-20.5
Cc1cc(NC(=O)COC(=O)CCNS(=O)(=O)c2cccc(C(F)(F)F)c2)no1	10	9.0	98.0	95.0	96.0	0.5	6.4	95.0	94.0	92.0	14.7
O=c1oc2cc(Oc3ccc(C(F)(F)F)cc3[N+](=O)[O-])ccc2c2c1CCCC2	22	7.2	96.0	100.0	98.0	1.3	-4.4	92.0	94.0	96.0	.
OC(COCc1ccc(Cl)cc1)CN1CCc2ccccc2C1 (stereo unspecified)	4	2.8	104.0	102.0	101.0	1.8	27.6	100.0	97.0	99.0	5.8
C(=C\c1ccccc1)/C=N/N1CCN(c2ccccn2)CC1	9	6.8	101.0	102.0	99.0	0.8	-4.7	98.0	98.0	98.0	6.5
O=C(Nc1ccccc1)Nc1ccc2ncoc2c1	14	9.7	96.0	92.0	97.0	0.6	15.3	93.0	97.0	100.0	-3.8
Clc1ccc(OCCCN2CCCCC2)c(Br)c1	14	29.8	106.0	101.0	102.0	0.9	29.6	100.0	99.0	99.0	-3.4
CCc1ccc2nc(NC(=O)CCCc3cccs3)sc2c1	7	0.8	101.0	103.0	99.0	0.1	-5.0	98.0	98.0	94.0	.
O=C(CCCN1C(=O)c2cccc3cccc(c23)C1=O)N1CCN(c2ccccc2)CC1	10	15.8	102.0	104.0	99.0	2.0	3.8	99.0	96.0	100.0	-4.3
Cc1cccc(-n2nnc3c(=O)n(Cc4ccccn4)cnc32)c1	10	0.0	97.0	97.0	98.0	-0.5	12.7	98.0	103.0	91.0	9.8
CN(c1ccc([N+](=O)[O-])cc1/C=N/NC(=O)COc1ccccc1)C1CCCCC1	11	11.1	100.0	98.0	100.0	2.1	11.3	98.0	96.0	101.0	20.9
COCc1cc(CN2CCN(Cc3ccsc3)C(CCO)C2)ccc1OC (stereo unspecified)	10	2.2	98.0	99.0	97.0	1.5	1.7	98.0	97.0	98.0	2.6
N#CC1=C(S)N(c2ccccc2)C(c2ccc(-c3ccccc3Cl)o2)NC1=O (stereo unspecified)	13	-1.9	100.0	97.0	96.0	-1.0	33.9	96.0	94.0	94.0	-1.0
CCCOC(=O)CSC1=C(C#N)C(c2ccc3c(c2)OCO3)CC(=O)N1 (stereo unspecified)	8	2.7	96.0	95.0	96.0	0.3	1.9	94.0	94.0	93.0	.
CCCCC(=O)NNC(=S)NC(=O)c1ccc([N+](=O)[O-])cc1	10	-0.2	99.0	95.0	97.0	-0.2	-30.8	94.0	97.0	100.0	-10.1
Cc1c(S(=O)(=O)N2CCN(C(c3ccccc3)c3ccccc3)CC2)c(=O)n(C)c(=O)n1C	5	2.8	102.0	100.0	99.0	2.4	8.5	97.0	103.0	101.0	.
CCC(C)NC(=O)CO/N=C/c1ccccc1OC(F)F (stereo unspecified)	4	9.1	104.0	102.0	97.0	0.5	11.1	99.0	99.0	98.0	-3.0
Cc1ccc(C(=O)C2C(=O)c3ccccc3C2=O)cc1	15	0.5	97.0	98.0	98.0	0.5	9.7	95.0	99.0	95.0	.
CC(NCc1ccc(F)cc1)C(=O)NC1CCCCC1 (stereo unspecified)	8	-1.6	98.0	96.0	95.0	-0.7	18.4	95.0	96.0	97.0	.
CN(c1ccccc1)S(=O)(=O)c1ccc(NC(=S)NC(=O)C2CC2)cc1	12	27.0	106.0	101.0	100.0	0.3	15.7	101.0	98.0	98.0	-6.0
Cc1cccc(Nc2c(-c3ccc(O)cc3)nc3ncccn23)c1	6	4.4	100.0	101.0	98.0	1.3	30.0	101.0	98.0	96.0	1.7
O=C(c1cnn(C(=O)c2ccccc2)c1)c1ccccc1O	14	5.7	97.0	94.0	95.0	-0.9	15.4	96.0	97.0	96.0	.

An excerpt from above with just Rac1 wt modul.
compound,Rac1 wt modul
CN(c1ccccc1)S(=O)(=O)c1ccc(NC(=S)NC(=O)C2CC2)cc1,106.0
CCCCC(=O)NNC(=S)NC(=O)c1ccc([N+](=O)[O-])cc1,99.0
CC(NCc1ccc(F)cc1)C(=O)NC1CCCCC1 (stereo unspecified),98.0

The results go on:
SMILES	Avidin fluor	ABCG2 inh	Rac1 wt modul	Cdc42 wt	HRas wt GTP	ABCB1 inh	Mcl1-Noxa inh	Rac1 mut GTP	Rab2 wt GTP	Rab7 wt GTP bind	Pf gametocyte
O=C(Nc1ccccc1)c1cc(-n2cnnc2)ccc1Cl	34	2.7	99.0	103.0	98.0	1.0	19.4	94.0	95.0	94.0	8.4
Cc1ccc(Oc2ccccc2)c(NC=O)c1	9	0.5	112.0	105.0	107.0	-0.8	6.0	100.0	103.0	104.0	.
Cc1ccc2c3c(c(SCC(=O)Nc4nccs4)nc2c1)CCCC3	7	0.6	101.0	101.0	101.0	-0.1	-46.1	99.0	99.0	98.0	.
CC(=O)Nc1ccc(N(C(=O)c2cnccn2)C(C(=O)NC2CCCCC2)c2ccc(O)cc2)cc1 (stereo unspecified)	7	0.4	100.0	101.0	97.0	0.0	24.8	98.0	97.0	96.0	.
Cc1noc(C)c1S(=O)(=O)Nc1ccc(C(=O)N2CCN(c3cccc(Cl)c3)CC2)cc1	6	4.3	104.0	103.0	101.0	0.8	-15.6	99.0	100.0	101.0	.
CCOC(=O)c1c(C)[nH]c(C(=O)OCC(=O)NC(C)C)c1C	10	3.1	106.0	105.0	103.0	0.3	12.9	99.0	105.0	101.0	.
Cc1nn(CCc2n[nH]c(=S)n2-c2ccc(F)cc2)c(C)c1[N+](=O)[O-]	27	-4.7	101.0	100.0	102.0	-1.1	13.7	101.0	101.0	102.0	.
O=c1cc(CO)occ1OCc1cccc(F)c1	23	0.0	100.0	102.0	103.0	0.4	-5.2	99.0	101.0	104.0	-18.4
CCC(c1nnnn1Cc1ccccc1)N1CCN(C(=O)c2ccco2)CC1 (stereo unspecified)	21	4.0	103.0	106.0	103.0	1.4	2.9	97.0	100.0	99.0	-7.7
Cc1ccsc1C(=O)N1CC(=O)Nc2ccccc21	17	1.0	104.0	102.0	102.0	0.3	6.3	99.0	101.0	102.0	.
COc1cc(CNC(C)(C)CO)cc(Br)c1OCc1ccc(Cl)cc1Cl	2	4.1	104.0	107.0	101.0	2.7	7.9	103.0	103.0	97.0	.
Cc1c(Cl)cccc1NC(=S)N1CCc2ccccc2C1	7	3.0	98.0	95.0	97.0	-0.3	0.4	96.0	96.0	101.0	-17.2
O=C(CNS(=O)(=O)c1ccc(F)cc1)N1CCN(c2ccc(F)cc2)CC1	12	4.0	101.0	99.0	101.0	0.9	.	100.0	100.0	100.0	.
CC(=O)OCC(=O)Nc1c(C)cc(C)cc1C	25	-0.3	96.0	95.0	98.0	0.1	-2.0	95.0	99.0	105.0	-2.9
CCOc1ccccc1OCC(=O)NNC(=O)Cn1cnc2c1c(=O)n(C)c(=O)n2C	13	0.3	96.0	93.0	96.0	0.6	2.1	95.0	97.0	102.0	-1.7
O=C(O)CCCNC(=O)Nc1ccccc1	11	2.7	104.0	101.0	102.0	0.7	5.2	99.0	103.0	106.0	-32.6
Cc1nc2cc(C(=O)O)ccc2n1C1CCCCC1	6	-2.3	102.0	100.0	100.0	-0.7	2.8	99.0	99.0	98.0	-10.2
O=C(NCc1ccco1)C1CCC(N2C(=O)c3ccccc3C2=O)CC1 (stereo unspecified)	7	2.2	101.0	102.0	102.0	0.3	-20.5	98.0	102.0	100.0	8.2
O=C(CSc1nnnn1-c1cccc(F)c1)Nc1nc2ccccc2s1	20	0.9	101.0	100.0	99.0	0.1	-73.3	99.0	97.0	95.0	2.2
O=C(Nc1ccc(F)cc1)N1CCC(c2nc3c(nnn3Cc3cccc(Cl)c3)c(=O)[nH]2)CC1	15	-7.7	101.0	101.0	102.0	-0.3	-0.3	100.0	100.0	102.0	13.3
COc1ccc(N2CCN(c3oc(-c4ccccc4OC)nc3C#N)CC2)cc1	24	3.8	88.0	88.0	90.0	0.4	15.7	89.0	87.0	90.0	.
